# BRCA1 expr act = activators of BRCA1 expression | Potency, µM (top dose mostly 46.1 µM), for the others: top-dose activation, usual class: activators | AID 624202 | 380,000 tested, 1.1% active | MCF7-BRCA1-FFLuc reporter, luminescence, 48 h; response scale: scaled: vehicle 0%, 10 µM genistein 100%; active = well fitted activation curve with a large enough effect; inconclusive = small, poorly fitted or top-dose-only effect; inactive = no such curve, though single readings can be large or run the other way; note: nearly all actives have a fitted effect of over 80% in size; some results filed as inactive show a strong effect at the top dose
#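 Using MCF7 cells harboring a BRCA1 firefly luciferase reporter, plated 2 h before compound pinning, the screen measured luminescence after 48 h incubation. Responses were normalized to DMSO and 10 microM genistein, then fitted for concentration-effect.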
# Numbers without * were called inactive; ? = inconclusive; [ ] = dose if it differs, or a comment. Potency is the fitted concentration of half-maximal effect.
SMILES,BRCA1 expr act
CCOC(=O)C1(C)CCCN1C(=O)c1ccccc1OC (stereo unspecified),14.9%
O=C1C[C@@H]2C(=O)N(c3ccccc3)C(=O)[C@@H]2[C@@H]2CN(S(=O)(=O)c3ccccc3)[C@@H](c3ccccc3)[C@H]12,-21.7%
CCC(c1nnnn1-c1ccc2c(c1)OCCO2)N1CCN(C)CC1 (stereo unspecified),17.4%
C[C@H]1O[C@H](C2CCCC2)CC2=C1C(=O)OC(C)(C)O2,6.8%
C[C@H]1CN([C@@H](C)CO)C(=O)CCCn2cc(nn2)CO[C@@H]1CN(C)C(=O)Nc1ccc(C(F)(F)F)cc1,5.4%
COCCNC(=O)C1(C)CCCN(C(=O)c2cc(F)cc(F)c2)C1 (stereo unspecified),3.2%
ON(CCc1ccncc1)Cc1ccccc1,-14.0%
COc1cc(OC)cc(C(=O)Nc2cccc(NC(=O)c3cc(OC)cc(OC)c3)n2)c1,-25.3%
O=S(=O)(Nc1ccccc1)N1CCCCC1,11.4%
COc1cc(NC(=O)C2CC(c3ccccc3O)=NO2)cc(OC)c1OC (stereo unspecified),7.3%
CC(=O)NCCNc1nc2cc(-c3ccc(Cl)cc3C)sc2c(=O)n1C,8.6%
CC1=C(C(=O)N2CCOCC2)CC(CC(=O)NCc2cccs2)C(=O)N1Cc1ccccc1 (stereo unspecified),15.5%
O=C(c1ccc(Cl)c(Cl)c1)N1CCC(=O)N([C@H](COCc2ccc(Cl)cc2)Cc2ccccc2)CC1,-59.4%
Cc1ccc([C@@H]2CC(=O)[C@@H]3CN(S(=O)(=O)c4ccc(C)cc4)[C@H](c4ccc(Cl)cc4)C[C@@H]3N2S(=O)(=O)c2ccc(Cl)cc2)cc1,-11.3%
COc1ccc(C(CNC(=O)CNC(=O)c2cccc(C)c2)N2CCCCC2)cc1 (stereo unspecified),-8.0%
CCCN(C)C1CN(Cc2cn(Cc3ccc(Cl)cc3)nn2)S(=O)(=O)C1 (stereo unspecified),4.6%
COC1OC(c2ccccc2)=C(c2cnc(N)nc2)c2ccc(F)cc21 (stereo unspecified),2.1%
COc1ccc(S(=O)(=O)N(C)C[C@H]2OCCCC[C@H](C)Oc3ccc(NC(=O)Nc4ccc(F)cc4)cc3C(=O)N([C@H](C)CO)C[C@H]2C)cc1,0.0%
Nc1nccc(N2CCCCC2)n1,1.2%
CCCCN1C(=O)C(CC(=O)NCCc2ccccn2)CC(C(=O)N(C)C)=C1C (stereo unspecified),37.2%
CC(C)C[C@@H](CNCC(=O)[C@H](Cc1c[nH]c2ccccc12)NC(=O)c1[nH]cnc1C(=O)N[C@@H](C)CN)NC(=O)c1nc[nH]c1C(=O)N[C@@H](Cc1ccccc1)C(=O)O,-4.3%
Cc1cn([C@H]2C[C@H](O)[C@@H](/C=C/C(=O)NCCc3ccc4ccccc4c3)O2)c(=O)[nH]c1=O,7.5%
CCC(=O)OC1(C(C)=O)CCC2C3CCC4=CC(=O)CCC4(C)C3CCC21C (stereo unspecified),-61.1%[inhibitor]
CCCc1nc2c(C)cc(Br)cn2c1Cc1cccc(F)c1,13.7%
CC1CCN2c3ccccc3CC3(C(=O)OC(C)(C)OC3=O)C2C1 (stereo unspecified),6.0%
SMILES,BRCA1 expr act
O=C(NCCc1c[nH]c2ccccc12)c1ccc([N+](=O)[O-])o1,-57.1%
O=C(O)c1ccccc1NC(=O)C(c1ccccc1)c1ccccc1,17.9%
O=C1CCC[C@@H]2Cc3nc4cc5c(cc4cc3[C@@H]3CCN1[C@H]23)OCO5,20.3%
O=C(NCCN1CCC(n2c(=O)[nH]c3ccccc32)CC1)c1ccc(OC(F)(F)F)cc1,10.0%
CSc1ncnc2c1ncn2CCCNCC1CCCCC1,20.0%
COc1cc(C2c3c(oc4c(C)cc(C)cc4c3=O)C(=O)N2Cc2cccnc2)ccc1O (stereo unspecified),-10.0%
Clc1ccc(-c2ccc(-c3nn4c(-c5ccco5)nnc4s3)o2)cc1,-35.1%
O=C(Nc1ccc(Nc2ccccc2)cc1)c1c(Cl)cccc1Cl,-30.0%
Cc1cc(SCC(=O)c2ccc(Br)cc2)cc(C)[o+]1,10.0%
Cc1noc(C)c1-c1ccc(C(=O)Nc2ccccc2)c2occc12,?
COc1cc2nc3n(c(=O)c2cc1OC)-c1cc2ccccc2cc1C(=O)NC3Cc1ccccc1 (stereo unspecified),-31.3%
CCOC(=O)C1(C)CCCCN1C(=O)c1ccnc(Cl)c1 (stereo unspecified),-0.8%
O=C(CC12CC3CC(CC(C3)C1)C2)NC1CC1,-4.3%
CC(C)CC(NC(=O)OCc1ccccc1)C(=O)NC(Cc1ccccc1)C(=O)CCl (stereo unspecified),-89.5%
Cc1ccc(Nc2nc(NCc3ccco3)nc3nccnc23)c(C)c1,-16.5%
O=C(C=Cc1ccccc1)c1cccs1,22.7%
Cc1cccc(C)c1-n1nnnc1C(c1cccc2ccccc12)N1CCN(C/C=C/c2ccccc2)CC1 (stereo unspecified),-16.4%
C(=NN1CCCCCC1)c1ccccc1,-28.1%
CC1(Cc2ccc(Cl)cc2)C(=O)Nc2c(Cl)cccc21 (stereo unspecified),12.8%
CC(=O)C[n+]1cccc2cc(Cl)ccc21,-17.9%
C[C@@H]1CN([C@@H](C)CO)C(=O)c2ccccc2-c2ccccc2CO[C@@H]1CN(C)S(=O)(=O)c1ccc(C(F)(F)F)cc1,-24.3%
O=C1CCCN1C1CCN(Cc2ccccc2)S(=O)(=O)N1 (stereo unspecified),1.9%
CC1=NN(c2ccc([N+](=O)[O-])cc2)C(=O)C1,-24.0%
COc1ccccc1C(=O)NCC(=O)OCc1nnc(-c2ccccc2)o1,-8.5%
CCN(CC)c1ccc(C=C2SC(=S)NC2=O)cc1,83.0%

# Looked up above:
# `CCOC(=O)C1(C)CCCCN1C(=O)c1ccnc(Cl)c1` (stereo unspecified) @ BRCA1 expr act = -0.8%
# `O=C(O)c1ccccc1NC(=O)C(c1ccccc1)c1ccccc1` @ BRCA1 expr act = 17.9%
# `Cc1cccc(C)c1-n1nnnc1C(c1cccc2ccccc12)N1CCN(C/C=C/c2ccccc2)CC1` (stereo unspecified) @ BRCA1 expr act = -16.4%

# (further entries)
SMILES,BRCA1 expr act
CC(C)NC(=O)N(C)C[C@H]1Oc2cc(Br)ccc2S(=O)(=O)N([C@H](C)CO)C[C@H]1C,9.2%
O=C(NCc1ccccc1)c1cccc2c(-c3cccnc3)coc12,8.4%
COc1cccc(C(C#N)NCCCNC(C#N)c2cccc(OC)c2OC)c1OC (stereo unspecified),25.3%
CN(CCc1ccccc1)C(=O)c1cccc(NC(=O)Cc2cccc(NC(=O)C3CCCN(C(=O)CCc4ccccc4)C3)c2)c1 (stereo unspecified),-38.7%
COc1cccc(NC(=O)N2CCc3nc(Nc4cc(Cl)cc(Cl)c4)ncc3C2)c1,-1.5%
Nc1c(/C=C2/C=CC(=O)C(O)=C2)c(=O)nc2sc(CC(=O)N3CCOCC3)nn12,-2.5%
O=C1C=C(c2ccccc2)C(c2ccccc2)C1O (stereo unspecified),-12.6%
C=CS(=O)(=O)N(Cc1ccccc1Br)[C@H](CO)Cc1ccccc1,-42.5%
CC1=C(C(=O)N2CCCCCC2)CC(CC(=O)NCC2CCCCC2)C(=O)N1CCCN1CCCC1=O (stereo unspecified),9.9%
CCC(=O)N1CCC1(C)C(=O)Nc1cccc(OC)c1 (stereo unspecified),0.0%
C(=C\c1ccccc1)/CN1CCN(C(c2cccc3ccccc23)c2nnnn2Cc2ccccc2)CC1 (stereo unspecified),-44.9%
COC(=O)C1N[C@@H]([C@@H](NC(=O)COc2ccccc2)C(=O)Nc2ccc(OC)cc2)SC1(C)C (stereo partly specified),-8.5%
CC(C)C(=O)Nc1cccc(COc2cccc(CN(Cc3ccccc3)C(=O)OC(C)(C)C)c2)c1,-55.3%
Cc1[nH]c(=O)[nH]c(=S)c1C(=O)Nc1ccc(Cl)c(Cl)c1,-6.5%
CC1=C(C(=O)N2CCOCC2)CC(CC(=O)NCCCN(C)C)C(=O)N1CCCN1CCCC1=O (stereo unspecified),-5.1%
CCN(C(=O)COC(=O)c1cccc(S(=O)(=O)N(C)C)c1)c1c(N)n(Cc2ccccc2)c(=O)[nH]c1=O,-2.3%
CN(Cc1ccccc1)c1cc2c(c3c1ccn3C)C1CCC2O1 (stereo unspecified),-26.9%
CCCCc1c(Cc2ccccc2)ncn1CCc1ccccc1OC,-53.1%
Cc1ccc(C(=O)NCC(=O)N(C)Cc2ccccc2C)s1,11.2µM*
COCOCCn1cc(CN2CCS(=O)(=O)N(Cc3ccc(-c4ccc(C)cc4)cc3)C(CC(C)C)C2=O)nn1 (stereo unspecified),-52.6%
COc1ccc(CN2C[C@@H](CO)O[C@@H](n3cnc4c(NC5CC5)ncnc43)C2)cc1,3.3%
COc1ccc(S(=O)(=O)N2CCN(Cc3ccccc3[N+](=O)[O-])CC2)cc1,-34.3%
CC(=O)c1cc2c(cc1NC(=O)CSc1nnc(C3CC3)n1C)OCO2,1.4%
O=C(c1cc(-c2ccccc2Cl)nc2ccc(Br)cc12)N1CCN(c2ccccn2)CC1,-83.0%
O=C1NCCN(CC2CCN(CCC3CCCC3)CC2)C1=O,6.5%

# Shown with tabs: part of the list above.
structure	BRCA1 expr act
COc1cccc(C(C#N)NCCCNC(C#N)c2cccc(OC)c2OC)c1OC (stereo unspecified)	25.3%
CN(CCc1ccccc1)C(=O)c1cccc(NC(=O)Cc2cccc(NC(=O)C3CCCN(C(=O)CCc4ccccc4)C3)c2)c1 (stereo unspecified)	-38.7%

# (cont.)
SMILES,BRCA1 expr act
CC1(C(=O)NS(=O)(=O)c2ccccc2)CCN1C(=O)c1ccccc1CCc1ccccc1 (stereo unspecified),4.6%
CC(C)c1ccc(-n2nnnc2SCc2nc(N)nc(N)n2)cc1,7.7%
COc1ccc(CNC(=O)COC(=O)c2cc(C)oc2C)cc1,-5.9%
OC1c2cc(Cl)ccc2-c2c(Cl)cc(Cl)cc21 (stereo unspecified),-26.1%
CCC(C)NS(=O)(=O)c1ccc(NC(=O)CNCc2cccs2)cc1 (stereo unspecified),6.6%
Cc1cc(NC(=O)CCC(=O)N(CC(=O)NC2CCCC2)c2cccc(C)c2C)no1,-19.2%
COc1ccc(N=Nc2ccc(CO)cc2)cc1,?
O=C1CCN(Cc2ccccc2)C(=O)N1,-27.7%
O=C(NCc1cccnc1)C1Cc2c(-c3ccc(Cl)cc3)ccnc2O1 (stereo unspecified),-43.7%
COc1ccc(NC(=O)C2Cc3c(-c4ccc(NC(C)=O)cc4)ccnc3O2)cn1 (stereo unspecified),4.2%
CCCCN1C(=O)C(=O)NC[C@@H]1CC1CCCCC1,4.6%
CCOc1ccc(OCCC(=O)OCC(=O)Nc2cccc(S(=O)(=O)N3CCCCC3)c2)cc1,-1.1%
COC(C)c1oc2c(C)c3oc(=O)cc(C)c3cc2c1C (stereo unspecified),0.7%
Brc1ccc([C@H]2C=C[C@H]3CCCN4CC[C@H]2[C@@H]3[C@]42CO2)cc1,-17.1%
O=C(Nc1ccccc1)c1cccc2c(-c3cccnc3)coc12,47.7%
CC(C)CC1NC(=O)C(CC(C)C)N(CO)C1=O (stereo unspecified),-12.0%
Cc1cc(CNC[C@H]2O[C@@H](n3cnc4c(N)ncnc43)[C@H](O)[C@@H]2O)no1,3.0%
CN(c1cccc(F)c1)c1cc2c(c3c1ccn3C)C1CCC2O1 (stereo unspecified),-20.6%
COc1ccccc1-c1nc(-c2ccc(C(=O)O)cc2)no1,60.2%
Cc1cc(F)ccc1NC(=O)c1ccc(NS(=O)(=O)c2cccs2)cc1,3.4%
CN(C)Cc1csc(Nc2ccc(C(F)(F)F)cn2)n1,22.2%
CN1OC[C@@H]2CN(C(=O)CCc3ccccc3)[C@H](c3ccc(-n4ccnc4)cc3)C[C@@H]21,20.9%
COc1ccc(NC(=O)C2(C)CCN2Cc2csc3ccccc23)cc1OC (stereo unspecified),-36.3%
CCN(CC)c1nc(N)c(C#N)c(CC#N)c1C#N,-13.6%
CN(C)CCNc1cccc2sc3ccc(O)cc3c(=O)c12,-65.3%
SMILES,BRCA1 expr act
Cc1ccc(S(=O)(=O)N2C[C@H]3[C@H]4C(=O)N(c5ccccc5)C(=O)[C@H]4C[C@H](OC(=O)NCc4ccco4)[C@@]3(O)C2)cc1,0.0%
CC1(C)CN(Cc2ccccc2)C(=O)[C@H]1CC(=O)Nc1ccccc1,6.8%
CC(=O)Nc1ccc(/C=C/c2ccncc2)cc1,72.7%
CCN(CC)C(=O)C1=C(C)N(Cc2ccc(C(C)(C)C)cc2)C(=O)C(CC(=O)NCCc2ccccn2)C1 (stereo unspecified),-6.6%
CC(C)CCn1nc(C(=O)OCC(=O)NC(C)c2ccccc2)c2ccccc2c1=O (stereo unspecified),-1.5%
O=C(OCc1cn([C@H]2CN(C(=O)c3cccs3)[C@@H](c3ccccc3)C[C@@H]2O)nn1)c1ccccc1,16.9%
C[C@H]1CN([C@@H](C)CO)C(=O)CCCn2nncc2CO[C@@H]1CN(C)S(=O)(=O)c1ccc(Oc2ccccc2)nc1,9.9%

# An excerpt of these results, with tabs:
structure	BRCA1 expr act
Cc1ccc(S(=O)(=O)N2C[C@H]3[C@H]4C(=O)N(c5ccccc5)C(=O)[C@H]4C[C@H](OC(=O)NCc4ccco4)[C@@]3(O)C2)cc1	0.0%
CC1(C)CN(Cc2ccccc2)C(=O)[C@H]1CC(=O)Nc1ccccc1	6.8%
CC(=O)Nc1ccc(/C=C/c2ccncc2)cc1	72.7%
CCN(CC)C(=O)C1=C(C)N(Cc2ccc(C(C)(C)C)cc2)C(=O)C(CC(=O)NCCc2ccccn2)C1 (stereo unspecified)	-6.6%
CC(C)CCn1nc(C(=O)OCC(=O)NC(C)c2ccccc2)c2ccccc2c1=O (stereo unspecified)	-1.5%
O=C(OCc1cn([C@H]2CN(C(=O)c3cccs3)[C@@H](c3ccccc3)C[C@@H]2O)nn1)c1ccccc1	16.9%

# Assay outcomes as filed in PubChem.

# An excerpt (hit frequency here may not be typical).
